# PME-1 inh – PME-1 inhibitors via competitive probe labeling, primary screen, biochemical, fluorescence polarization, FP-Rh probe, HTS; AID 2130, 2009; actives 0.53% (n = 320,000); recombinant PME-1; inhibition, % at 5.9 µM; Protein phosphatase methylesterase 1 (Homo sapiens), Q9Y570;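 active = inhibition above the campaign mean of all compounds plus 3 SD, cut at about 26% in these data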;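 note: competitive labeling of PME-1 active site by serine hydrolase directed probe; 0% = PME-1 with DMSO and 100% = wells lacking PME-1 enzyme; inhibitors block probe labeling so polarization falls and inhibition rises; many of its hits are not listed in these tables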
# Target sequence (Q9Y570 whole entry, looked up): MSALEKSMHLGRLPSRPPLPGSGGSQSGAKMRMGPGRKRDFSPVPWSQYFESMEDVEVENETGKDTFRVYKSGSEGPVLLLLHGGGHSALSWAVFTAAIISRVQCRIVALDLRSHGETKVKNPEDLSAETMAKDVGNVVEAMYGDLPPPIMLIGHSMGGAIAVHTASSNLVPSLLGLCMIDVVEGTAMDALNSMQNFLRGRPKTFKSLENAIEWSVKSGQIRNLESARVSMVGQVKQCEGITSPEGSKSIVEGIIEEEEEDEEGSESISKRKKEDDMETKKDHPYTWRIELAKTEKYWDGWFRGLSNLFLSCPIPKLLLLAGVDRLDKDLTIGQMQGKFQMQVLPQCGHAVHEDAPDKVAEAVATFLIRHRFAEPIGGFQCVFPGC
# GSTO1 inh – inhibitors of recombinant GSTO1, primary screen, counter-screen for RBBP9 inhibitor project, biochemical, fluorescence polarization | Glutathione S-transferase omega-1 (Homo sapiens), P78417 | activity-based probe fluorescence polarization | inhibition, % at 5.96 µM | actives 1.1% (n = 300,000);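 active = inhibition above the campaign mean inhibition plus 3 SD, cut at about 35% in these data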;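 note: 0% = GSTO1-1 with DMSO and 100% = wells lacking GSTO1-1 enzyme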
# PAFAH1B2 FP inh – PAFAH1B2 enzyme inhibitors, primary screen, biochemical, fluorescence polarization, human; Platelet-activating factor acetylhydrolase IB subunit alpha2 (Homo sapiens), P68402; recombinant PAFAH1B2, FP-rhodamine activity probe; inhibition, % at 3.39 µM; actives 1.2% (n = 340,000); AID 492953, 2010;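 active = inhibition above the mean of all tested compounds plus 3 SD, cut at about 24% in these data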;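 note: 0% = enzyme with DMSO and 100% = wells lacking PAFAH1B2; many of its hits are not listed in these tables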
# LYPLA1 counter – LYPLA1 inhibitors, primary screen, counter-screen for PME1 inhibitor project, biochemical, fluorescence polarization, FP-Rh probe ABPP; Acyl-protein thioesterase 1 (Homo sapiens), O75608; AID 2174, 2009; recombinant LYPLA1; inhibition, % at 5.9 µM; actives 0.16% (n = 320,000);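 active = inhibition above the mean of all tested compounds plus 3 SD, set per campaign, cut at about 14% in these data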;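 note: inhibitors block serine hydrolase probe labeling of LYPLA1 so polarization falls; 0% = enzyme with DMSO and 100% = wells lacking LYPLA1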
# Target sequence (O75608 whole entry, looked up): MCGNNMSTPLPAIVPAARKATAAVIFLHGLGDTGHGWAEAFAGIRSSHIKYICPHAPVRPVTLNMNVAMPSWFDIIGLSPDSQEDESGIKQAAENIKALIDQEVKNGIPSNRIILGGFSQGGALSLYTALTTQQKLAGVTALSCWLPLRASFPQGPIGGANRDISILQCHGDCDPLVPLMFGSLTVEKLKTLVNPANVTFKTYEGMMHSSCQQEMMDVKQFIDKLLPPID
# pPAFAH inh – pPAFAH enzyme inhibitors, primary screen, biochemical, fluorescence polarization, human; actives 1.5% (n = 330,000); AID 463082, 2010; inhibition, % at 3.39 µM; Platelet-activating factor acetylhydrolase (Homo sapiens), Q13093; recombinant pPAFAH, FP-rhodamine probe fluorescence polarization;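 active = inhibition above the mean inhibition across the screen plus 3 SD, cut at about 25% in these data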;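 note: inhibitors block binding of the rhodamine activity-based probe so polarization drops; 0% = enzyme with DMSO and 100% = wells lacking pPAFAH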
# Target sequence (Q13093 whole entry, looked up): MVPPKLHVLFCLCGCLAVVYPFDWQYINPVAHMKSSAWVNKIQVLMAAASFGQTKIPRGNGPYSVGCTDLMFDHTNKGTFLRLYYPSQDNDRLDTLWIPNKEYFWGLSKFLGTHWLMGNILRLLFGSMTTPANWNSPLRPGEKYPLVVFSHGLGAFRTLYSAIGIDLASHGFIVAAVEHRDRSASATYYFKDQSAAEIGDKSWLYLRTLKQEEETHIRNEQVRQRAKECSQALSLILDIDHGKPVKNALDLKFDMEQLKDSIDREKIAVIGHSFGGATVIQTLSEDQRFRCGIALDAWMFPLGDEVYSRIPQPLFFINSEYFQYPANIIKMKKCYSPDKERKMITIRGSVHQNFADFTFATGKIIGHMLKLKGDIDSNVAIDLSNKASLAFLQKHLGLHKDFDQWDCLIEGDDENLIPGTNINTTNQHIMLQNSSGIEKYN
# PAFAH1B3 inh – PAFAH1B3 enzyme inhibitors, primary screen, biochemical, fluorescence polarization, human; Platelet-activating factor acetylhydrolase IB subunit alpha1 (Homo sapiens), Q15102; recombinant PAFAH1B3, FP-rhodamine probe; inhibition, % at 3.39 µM; actives 0.28% (n = 340,000); AID 492972, 2010;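 active = inhibition above the screen-wide average of all tested compounds plus 3 SD, cut at about 25% in these data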;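 note: 0% = enzyme with DMSO only and 100% = wells lacking PAFAH1B3 protein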
# PAD4 FP inh – human PAD4 inhibitors, primary screen, biochemical, fluorescence polarization, 1536-well format; Protein-arginine deiminase type-4 (Homo sapiens), Q9UM07; actives 0.41% (n = 330,000); AID 485272, 2010; recombinant PAD4, RCA probe fluorescence polarization; inhibition, % at 6.36 µM;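 active = percent inhibition above a cutoff equal to the mean of all tested compounds plus 3 SD, cut at about 15% in these data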;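 note: 0% = PAD4 with RCA probe and DMSO and 100% = probe without PAD4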
# PAFAH2 FP inh – PAFAH2 enzyme inhibitors, primary screen, biochemical, fluorescence polarization, human; Platelet-activating factor acetylhydrolase 2, cytoplasmic (Homo sapiens), Q99487; recombinant PAFAH2, FP-rhodamine activity probe; inhibition, % at 3.39 µM; actives 0.99% (n = 340,000);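 active = inhibition above the mean over all tested compounds plus 3 SD, cut at about 30% in these data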;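 note: inhibitors block probe labeling of enzyme so polarization drops; 0% = enzyme with DMSO and 100% = wells lacking PAFAH2 protein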
# Fam108B inh – mouse Fam108B serine hydrolase inhibitors, primary screen, counter-screen for RBBP9 inhibitor project, biochemical, fluorescence polarization; AID 1947, 2009; inhibition, % at 9.51 µM; recombinant Fam108B, FP-Rh probe fluorescence polarization; actives 0.33% (n = 300,000);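 active = inhibition above the screen mean inhibition plus 3 SD, computed separately per campaign, cut at about 18% in these data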;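 note: inhibitors lower polarization as less probe binds the enzyme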
# The depositor's hits bear a star; . = not tested or not shown. Some of the compounds tested; count on the stated rates, not on these rows.
# Values run as follows: pPAFAH inh	PME-1 inh	GSTO1 inh	LYPLA1 counter	Fam108B inh	PAFAH1B3 inh	PAFAH1B2 FP inh	PAD4 FP inh	PAFAH2 FP inh
CN(Cc1ccccc1)C1CCNCC1
 : 0	2	3	0	-1	4	2	4	2
O=C(OCC(=O)c1cccc2ccccc12)c1ccc(CO)cc1
 : 0	0	14	-1	-3	8	2	0	48*
OCC1(Cc2ccc(F)cc2)CCCN(Cc2ccc(F)cc2Cl)C1 (stereo not drawn)
 : -5	-4	1	0	-1	7	5	-6	-2
CCn1nnnc1NCc1cccc(Cl)c1
 : 1	6	9	0	2	9	3	-3	1
CC(=O)Nc1ccc(NC(=O)CN(c2ccc(C34CC5CC(CC(C5)C3)C4)cc2)S(C)(=O)=O)cc1
 : 3	-20	-1	-11	-21	-12	11	1	-16
CCOCCCNC(=S)N1CCC(C(=O)c2ccc3c(c2)OCCO3)CC1
 : 5	-1	10	0	5	5	1	-2	6
O=C(CCc1nnc2ccc(NCCCN3CCCC3=O)nn12)NCc1ccccc1Cl
 : 6	0	-11	-1	1	5	2	-2	-5
COc1ccccc1CNC(=O)c1ccc(CS(=O)(=O)c2ccccc2C)o1
 : 6	6	-2	4	0	-2	2	2	-6
COc1cc(-c2noc(CCCC(=O)NC3CCCCC3)n2)cc(OC)c1OC
 : -4	1	3	1	-1	-8	-4	3	12
O=C(c1csc(Nc2cccc3ccccc23)n1)N1CCCC1
 : 9	-2	-2	3	-1	4	1	-3	23
CCN(CC)CCNC(=O)CNC(=O)c1nn(-c2ccc(OC)cc2OC)c(=O)c2ccccc12
 : 4	1	3	0	-2	10	-7	-1	-2
Cc1cc(N/N=C/c2ccc3c(c2)OCO3)nc2ccccc12
 : -1	-11	1	-2	4	-3	0	1	1
COc1cccc(C(=O)Nc2nc3ccccc3s2)c1
 : -6	-13	-8	-5	-3	3	2	-4	-3
OC1NC(=S)N(c2ccccc2)C1O (stereo not drawn)
 : 5	-2	6	3	1	11	2	-4	-4
COc1ccc(N2CCN(C(=O)c3cccc(S(=O)(=O)N4CCc5ccccc54)c3)CC2)cc1
 : 3	.	.	.	.	18	3	-4	11
O=C(CCn1c2c(c3ccccc31)CCCC2)NNC(=O)c1ccc(Cl)c([N+](=O)[O-])c1
 : 4	0	-2	2	0	15	2	-4	3
Cc1ccc(-n2ncc3c2CCCC3NC(=O)CCCN2CCCC2=O)cc1C (stereo not drawn)
 : 10	8	-5	2	-1	2	6	2	4
O=C(CC1C(=O)NCCN1C(=O)Nc1ccccc1)Nc1cccc(C(F)(F)F)c1 (stereo not drawn)
 : 1	7	-1	2	3	2	-3	1	-5
O=C(Nc1ccc2c(c1)OCO2)C1CC1
 : 10	2	.	2	.	2	6	0	3
COc1ccccc1/C=N/NC(=O)CCSc1ccccc1
 : 3	-9	5	2	-1	6	-2	1	-4
O=C(Nc1ccccc1F)Nc1ccccc1N1CCCCC1
 : -1	-7	-4	-7	-2	3	12	3	2
O=C1C=CN(Cc2ccccc2)CC1
 : 3	-2	3	1	1	-3	-6	-3	-8
CC(=O)CC(C)=NCCN=C(C)CC(C)=O
 : 1	-3	8	-1	-1	1	6	3	0
O=C(NCc1nnc(SCC(=O)N2CCCC2)o1)c1ccccc1
 : -3	-1	1	1	2	1	4	0	-1
COc1ccc(/C(N)=N/OC(=O)Cc2ccccc2)cc1
 : -4	-3	1	-2	-1	-2	3	2	2
Cc1ccsc1C(=O)Nc1cc(C(C)(C)C)nn1-c1ccccc1
 : 5	1	-2	0	0	-10	-2	-5	-5
O=C(CCC(=O)Nc1ccccc1)N/N=C/c1ccncc1
 : 4	0	7	0	0	6	1	2	-8
CCOC(=O)N1CCN(C(=O)COc2cccc3c2CCN(Cc2cccc(C)c2)C3=O)CC1
 : 7	0	4	2	-2	-6	-6	-8	10
Cc1cc2c(c(=O)o1)C1(C(=O)N(CC(=O)O)c3ccccc31)C(C#N)=C(N)O2 (stereo not drawn)
 : 10	-1	17	-1	4	2	2	3	6
COCCN=C1NN=C(c2cc(C)n(CC3CCCO3)c2C)CS1 (stereo not drawn)
 : 6	2	0	-4	0	9	3	-5	6
CCN(CC)S(=O)(=O)c1ccc(C)c(NC(=S)NNC(=O)C2CC2)c1
 : 2	-1	3	2	0	-5	-2	-1	-3
FC(F)(F)c1ccccc1C1=CC(c2ccccc2)n2ncnc2N1 (stereo not drawn)
 : 6	4	-4	-3	0	-8	0	0	7
O=C(NC1CCc2ccccc21)c1cc(COc2c(F)cccc2F)on1 (stereo not drawn)
 : 12	-6	5	2	3	3	1	-6	4
COC(=O)c1ccccc1OCC(=O)N1CCN(c2ccc(OC)cc2)CC1
 : -1	-1	3	-1	1	10	-4	-2	4
CSc1ccccc1NC(=O)CN(C)C(=O)Cc1c(F)cccc1Cl
 : -3	2	2	0	3	-1	3	-4	1
COc1cccc(C(=O)OCC(=O)Nc2ccc(N3CCOCC3)cc2)c1
 : 9	5	.	1	.	-1	0	-1	1
Cc1ccc(C)c(C(=O)C(C)OC(=O)CN2C(=O)NC3(CC(C)CC(C)(C)C3)C2=O)c1 (stereo not drawn)
 : 7	3	-4	-2	1	-3	7	-1	8
CCn1c(SCC(=O)c2[nH]c(C)c(C(C)=O)c2C)nnc1-c1ccccc1
 : 0	-1	3	0	-2	6	-1	-2	1
C#CCNCCS(=O)(=O)N(Cc1ccc(Br)cc1)[C@@H](C)C(=O)O
 : 5	.	.	.	.	8	1	1	1
N#Cc1ccc(OCC(=O)Nc2ccccc2NS(=O)(=O)c2cccs2)cc1
 : 12	14	5	-7	2	4	8	4	-2
O=C(CN(C(=O)CNC(=O)c1cccs1)c1cccc(F)c1)NC1CCCCC1
 : -4	-6	5	-2	-3	-2	6	-3	18
COc1cccc(-c2nn(C)c3sc(C(=O)NCc4ccco4)cc23)c1
 : -8	-13	-17	-25	-17	2	-4	3	-3
COc1ccc(OC)c(-c2cc(C(=O)Nc3c(C)nn(Cc4ccccc4)c3C)no2)c1
 : 0	-5	1	12	0	-2	3	0	-9
COc1ccc(C(O)c2nc3ccccc3n2C)cc1OC (stereo not drawn)
 : 4	-11	4	1	1	8	1	0	4
O=C(CSc1nc2ccc(NC(=O)CSc3nnnn3Cc3ccccc3)cc2s1)Nc1ccccc1
 : 12	11	-10	-20	8	-1	0	-2	0
COc1ccc(O)c(/C=N/N=C2/C(=O)Nc3ccccc32)c1
 : -4	4	3	-3	1	2	7	-2	7
O=C(Nc1nc2c(s1)CCCC2)c1ccc(Br)s1
 : 1	-4	-6	-7	-8	-6	1	0	-6
Cc1nc(N2CCCCC2)sc1C(=O)c1cccc([N+](=O)[O-])c1
 : 11	-3	21	0	-3	5	1	-4	5
COCC(C)n1c(C)cc(C(=O)Cn2nc(C(=O)O)c3ccccc3c2=O)c1C (stereo not drawn)
 : -8	-6	7	2	-1	0	2	-4	-8
Cc1cc(C)c2c(N)c(C(=O)c3ccc(Br)cc3)oc2n1
 : -7	8	-3	-7	9	8	2	-5	4
O=C(COC(=O)/C=C/c1ccco1)NCc1ccc(Cl)cc1
 : -3	-2	.	2	.	2	4	4	43*
N/C(Cc1ccc([N+](=O)[O-])cc1)=N\OC(=O)COc1cccc2ccccc12
 : 4	-8	1	-1	-1	2	-1	-3	5
CN1CCC(N(C)C(=O)c2cccc(S(=O)(=O)N3CCOCC3)c2)CC1
 : 4	-2	.	2	.	4	0	1	0
O=c1c[n+]([O-])c2ccccc2n1OCc1c(F)cccc1F
 : -2	-5	2	3	0	10	2	-2	2
COCCNc1nc2c(c(=O)[nH]c(=O)n2C)n1CCCc1ccccc1
 : -1	-1	6	3	-2	7	1	2	-1
O=C1N=C(N2CCc3ccccc3C2)S/C1=C\c1cccc(O)c1
 : -1	9	-6	-1	2	-2	4	-2	7
CCN1CCN(c2ccc(S(=O)(=O)N3CCCCC3)cc2NC(=O)c2ccc([N+](=O)[O-])s2)CC1
 : 5	-4	12	3	0	-4	-2	-1	8
COc1ccc(C(=O)NCC(=O)OCC(=O)N2CC(C)CC(C)C2)cc1 (stereo not drawn)
 : 3	-5	6	0	0	1	3	-2	-4
Cc1cc(-c2n[nH]c(=S)n2Cc2ccco2)n(C)n1
 : 0	-6	6	-2	4	8	3	5	-1
Cc1ccc(C(=O)OCC(=O)N2CCC(c3ccccc3)=N2)c(C)c1
 : 2	1	1	2	1	1	-4	-6	8

# (further entries)
# Values run as follows: pPAFAH inh	PME-1 inh	GSTO1 inh	LYPLA1 counter	Fam108B inh	PAFAH1B3 inh	PAFAH1B2 FP inh	PAD4 FP inh	PAFAH2 FP inh
Cc1ccc(Nc2c(-c3ccc(N4CCOCC4)cc3)nc3ncccn23)c(C)c1
 : 0	2	4	0	1	1	3	-3	-4
Cn1c(=O)c2c(SCC(=O)N3CCCCC3)nc(-c3ccccc3F)nc2n(C)c1=O
 : 2	-1	-2	2	5	-4	2	-5	-2
COc1ccc(C(=O)NC(=S)NCCO)cc1Br
 : -5	0	6	-2	-1	4	2	-8	3
Cc1ccccc1Cn1ccc(-c2ccc(Cl)cc2)c(C#N)c1=O
 : 6	-1	0	-1	2	-2	-1	-1	2
CNC(=O)c1c[nH]c2ccc(S(=O)(=O)Nc3ccccc3F)cc2c1=O
 : -1	-12	-6	-5	-2	10	4	-2	9
Cc1ccc(/C=N/NC(=O)CSc2nc3ccccc3n2Cc2ccc(Cl)cc2)o1
 : 4	2	7	-13	-7	-5	2	-3	-17
CCCCn1nnnc1SCC(=O)N1CCN(C(=O)c2ccco2)CC1
 : 0	1	-1	-1	-1	-5	2	2	3
CCc1ccc(-c2nc(CN3CCCC(C(=O)O)C3)c(C)o2)cc1 (stereo not drawn)
 : 7	-6	7	1	1	5	-6	0	-8
Cc1noc(C)c1CSc1nnc2n(-c3ccccc3)c(=O)c3ccccc3n12
 : 16	-7	2	2	-4	8	4	-5	-1
CN(c1ccccc1)C(c1ccc(F)cc1)c1nnnn1CC1CCCO1 (stereo not drawn)
 : 7	-6	-1	1	1	-3	3	3	6
Cc1cc(C)c(C(=O)/C=C/C=C/c2ccccc2)c(=O)[nH]1
 : 3	-4	7	-1	1	-2	2	-3	6
CCOC(=O)CC1C(=O)NCCN1S(=O)(=O)c1ccccc1Cl (stereo not drawn)
 : 1	-3	-1	1	6	11	7	5	0
O=C(CN1C(=O)NC2(CCCCCC2)C1=O)N1CCN(S(=O)(=O)c2ccc(Cl)cc2)CC1
 : 4	7	8	1	-2	-1	19	-10	-6

# Source: PubChem
